GalR3 antag – human GalR3 antagonism | HEK293 GalR3-CNG cAMP membrane potential fluorescence; galR3 body fused to GalR1 C-terminus | inhibition, % at 3 µM | 360,000 tested, 0.44% active;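 active means inhibition above the screen-wide average plus 3 SD, cut at about 13% in these data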;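 further: forskolin and galanin both at EC90 stimulate the cells; cAMP rise reported by CNG channel membrane potential dye signal; 0% = forskolin plus galanin with DMSO and 100% = forskolin alone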
Target sequence (O60755 1-299 limits assumed): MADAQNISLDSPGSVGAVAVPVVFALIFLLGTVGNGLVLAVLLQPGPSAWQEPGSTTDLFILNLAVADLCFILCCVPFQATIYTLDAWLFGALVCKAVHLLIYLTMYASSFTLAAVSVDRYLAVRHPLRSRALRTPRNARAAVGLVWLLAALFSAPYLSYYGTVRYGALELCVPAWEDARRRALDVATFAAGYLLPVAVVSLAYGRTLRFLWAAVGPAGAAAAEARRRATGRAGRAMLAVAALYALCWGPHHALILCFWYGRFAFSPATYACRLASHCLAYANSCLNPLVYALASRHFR
HCV NS3 hel inh – blocks Hepatitis C virus NS3 helicase unwinding | 290,000 tested, 0.56% active | inhibition, % at 10.9 µM | AID 1800 | NS3 helicase DNA unwinding, Cy5 molecular beacon fluorescence;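 active means inhibition above the mean of all tested compounds plus 3 SD, set per campaign, cut at about 35% in these data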;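 further: 0% = DMSO wells and 100% = thioflavine S control wells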
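Assay system – hepatitis C virus NS3 helicase domain fragment enzyme · Buffer or medium – MOPS pH 6.5, MgCl2, DTT, Tween20, BSA · Reagent – Cy5/quencher beacon DNA duplex and ATP to start · Compound – single 10.9 µM dose · Timing – 1 h at 25 °C · Technique – Cy5 beacon fluorescence read at start and 1 h · Measure – % inhibition of unwinding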
DNA FID counter – fluorescent intercalator displacement, NS3 helicase counter-screen | 290,000 tested, 0.17% active | inhibition, % at 7.9 µM | DNA fluorescent intercalator displacement, fluorescence; in the data active means inhibition above about 37%;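 further: 0% = vehicle and 100% = reference compound; higher means more ethidium bromide displaced from hairpin DNA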
MEKK3 PB1 HTS – modulators (inhibitors or enhancers) of MEK5 binding to human MEKK3 PB1 domain. Q99759. bead-based flow cytometry, Alexa488-MEK5 binding to MEKK3; actives lie on both sides; 0 = blocked by unlabeled MEK5, 100 = vehicle. binding response (% of control), % at 10 µM. 290,000 tested, 1.4% active. AID 1529;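 active means binding response more than 3 SD above or below the average of its plate-row segment, actives on both sides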;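 further: Alexa488 bead fluorescence after subtracting the streptavidin-only scavenger bead signal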
Target sequence (Q99759 whole entry, looked up, the tested form may be a part): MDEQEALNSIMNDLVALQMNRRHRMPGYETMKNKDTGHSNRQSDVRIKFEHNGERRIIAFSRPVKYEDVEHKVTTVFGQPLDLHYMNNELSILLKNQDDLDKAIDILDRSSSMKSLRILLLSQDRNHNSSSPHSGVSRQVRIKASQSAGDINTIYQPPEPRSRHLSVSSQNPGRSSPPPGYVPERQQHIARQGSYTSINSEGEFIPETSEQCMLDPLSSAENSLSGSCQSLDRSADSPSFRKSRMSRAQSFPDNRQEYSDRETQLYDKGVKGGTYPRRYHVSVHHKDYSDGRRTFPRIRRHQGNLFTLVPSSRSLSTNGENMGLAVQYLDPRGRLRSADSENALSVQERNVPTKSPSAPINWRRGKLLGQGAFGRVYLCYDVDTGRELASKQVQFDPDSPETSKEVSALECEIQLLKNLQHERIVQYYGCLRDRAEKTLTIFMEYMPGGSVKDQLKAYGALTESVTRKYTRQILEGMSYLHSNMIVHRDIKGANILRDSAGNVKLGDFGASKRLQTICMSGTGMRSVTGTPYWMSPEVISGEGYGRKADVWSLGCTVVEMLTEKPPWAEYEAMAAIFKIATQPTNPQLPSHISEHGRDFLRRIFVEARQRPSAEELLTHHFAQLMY
UBC9 SUMO inh – blocks human SUMOylation mediated by UBC9. HTRF SUMOylation assay, SAE1/SAE2 + UBC9, in vitro. inhibition, % at 35 µM. 290,000 tested, 0.36% active. P63279; in the data active means inhibition above about 50%, passing the limit was not always enough; further: strong numbers were not always called active
Target sequence (P63279 whole entry, looked up): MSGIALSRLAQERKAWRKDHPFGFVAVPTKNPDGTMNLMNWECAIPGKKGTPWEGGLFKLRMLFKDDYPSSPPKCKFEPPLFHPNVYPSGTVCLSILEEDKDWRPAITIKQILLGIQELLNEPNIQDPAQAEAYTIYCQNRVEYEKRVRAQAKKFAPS
MEKK2 WT-MEK5 – raises or lowers MEK5 binding to wildtype human MEKK2 PB1 domain; Q9Y2U5; bead flow cytometry, Alexa488-MEK5 binding to MEKK2 WT; actives lie on both sides; binding response (% of control), % at 10 µM; 290,000 tested, 1.1% active; AID 1531; in the data active means binding response below about 67% or above about 130%
MEKK2mut PB1 HTS – signal of MEK5 binding to mutant human MEKK2 PB1 domain; bead flow cytometry, Alexa488-MEK5 binding to MEKK2 mutant; 290,000 tested, 0.35% active; percent response, % at 10 µM; in the data active means percent response above about 24%, passing the limit was not always enough; further: inactives centre near 1; some results filed as inactive read as strong as hits; reference of the scale not given here
CRFR2-BP antag – CRF-BP/CRF-R2 complex antagonism; AID 588475; 350,000 tested, 0.59% active; HEK293 CRF-R2/CRF-BP, CRF-induced calcium fluorescence; inhibition, % at 11.8 µM;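 active means inhibition of the ligand-induced calcium signal above about 50% at the single tested concentration, limit read from the data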
CRFR2-BP ag – CRF-BP/CRF-R2 complex agonism; HEK293 CRF-R2/CRF-BP, calcium dye fluorescence (FLIPR); percent of saturating CRF peptide response; 350,000 tested, 0.46% active; AID 588473; activation, % at 13.2 µM;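 active means activation of at least 50%, plus an integration ratio under a set limit after plate pattern correction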;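 further: plate controls were neutral control wells without compound for no effect and CRF at EC100 for full effect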
The depositor's hits bear a star; . = no result given. These rows are one share of the data (hit frequency here may not be typical).

Second line of a record – GalR3 antag, HCV NS3 hel inh, DNA FID counter, MEKK3 PB1 HTS, UBC9 SUMO inh, MEKK2 WT-MEK5, MEKK2mut PB1 HTS, CRFR2-BP antag, CRFR2-BP ag
COc1ccc(CCNCC(=O)Nc2ccc(OC(F)(F)F)cc2)cc1OC
→ -9, -31, 20, 99, -15, 105, 3, -7, 2.5
O=C(CN1C(=O)CCSc2ccc(S(=O)(=O)N3CCOCC3)cc21)Nc1cccc(F)c1
→ 3, -1, -33, 104, 7, 103, 4, -3, -0.7
Cc1cccc(N2CC(C(=O)O)CC2=O)c1 (stereo not drawn)
→ -4, -1, -1, 109, 7, 115, 5, 15, -1.6
O=C(O)CCC(=O)Nc1ccc(C(=O)OC2CCCCC2)cc1
→ 0, 7, -28, 97, 23, 94, -6, 5, 0.9
CCN(CC)C(=S)NC(=O)c1ccc(OC)c(Br)c1
→ -11, 12, -6, 83, 7, 84, -4, 2, 3.1
Cc1noc(C)c1C(=O)OCC(=O)Nc1ccc(C(N)=O)cc1
→ -4, 8, 0, 103, 15, 99, 2, 7, 2.1
COc1ccc(OC)c(NC(=O)CC2C(=O)NCCN2C(=O)c2ccccc2)c1 (stereo not drawn)
→ -5, 5, -12, 99, 13, 101, 8, -3, -0.7
CS(=O)(=O)NCCCNc1ccc(Cl)cc1[N+](=O)[O-]
→ -5, 0, 7, 102, -4, 109, 2, 15, 0.0
COC(=O)C(Cc1ccccc1)NC(=O)COc1ccc(C(C)(C)C)cc1 (stereo not drawn)
→ -3, -4, -32, 100, -18, 102, 0, -9, 2.9
Cn1c(SCc2cccc(Br)c2)nc2ccccc2c1=O
→ -13, 3, -13, 103, 1, 103, 1, 15, 12
CCOC(=O)CN1NC2(CCC(C)CC2)NC1=S (stereo not drawn)
→ -2, -20, -5, 102, 7, 103, 2, 7, 1.8
Cc1c(C(=O)NCCSCc2ccc(Cl)cc2Cl)cccc1[N+](=O)[O-]
→ 0, -7, 1, ., -8, ., ., -12, -0.7
COc1ccc(C(=O)Nc2ccccc2C(=O)NCc2cccnc2)cc1
→ 0, 2, -11, 102, 2, 99, 3, -19, -7.1
Cc1ccc(-c2csc(NC(=O)c3ccc(F)cc3)c2C(=O)O)cc1
→ -8, 8, -12, 103, 20, 104, 2, 32, -5.2
CCOC(=O)c1ccccc1NC(=O)N[C@@H](C)C(=O)OC
→ -4, 4, 3, 84, -8, 92, -5, 2, -2.6
COCCOC(=O)c1c(C)n(C)c2ccc(OC(=O)c3ccccc3OC)cc12
→ -5, -15, -48, 97, -12, 97, -3, 6, 0.0
O=C(NCCCN1CCOCC1)c1ccc(Sc2ccccc2Cl)c([N+](=O)[O-])c1
→ -1, -70, 16, 98, -8, 105, -1, -8, -0.8
Cc1cc(SCCC(=O)O)nc2ccccc12
→ -1, 2, 0, 104, 29, 99, 8, -12, 2.1
S=C(Nc1ccc2cn[nH]c2c1)Nc1ccccc1Cl
→ -1, 0, -3, 106, 88*, 103, 0, -3, -1.8
CC1(C)C2([N+](=O)[O-])CN3CC1([N+](=O)[O-])CN(C2)C3C(O)C(O)C(O)CO (stereo not drawn)
→ 0, -5, -3, 91, 12, 97, -15, -11, 1.6
Cc1ccc(NC(=O)CSc2nnc(C)c(=O)[nH]2)cc1C
→ -1, -28, 0, 92, 9, 85, -12, 0, -0.3
Cc1ccc(Cn2c(N)c(S(=O)(=O)c3cccs3)c3nc4ccccc4nc32)cc1
→ -1, 8, -6, 104, 14, 108, 4, -53, 0.9
O=C(CCc1nc(-c2ccc(Cl)cc2)no1)NC1CCCCC1
→ -1, 0, -33, 103, 2, 105, 7, 2, 0.5
Cc1ccc(S(=O)(=O)Nc2cccnc2)cc1
→ -4, 2, -1, 97, 16, 96, -6, 16, -1.4
Cc1ccc(NC(=O)COC(=O)CCc2ccc(S(=O)(=O)N3CCOCC3)cc2)cc1C
→ 1, -4, -30, 103, 1, 95, 0, -3, 0.1
CCCn1c(C(=O)OC)cc2c1ccn2-c1ccc(F)cc1
→ -3, -9, -6, 111, -15, 118, 7, -70, -2.8
COc1ccccc1/C=C/C(=O)N1CCC(c2ccccc2)C1 (stereo not drawn)
→ 1, -1, -13, 122, -3, 104, 0, 19, -1.1
CC(=O)N1CCN(Cc2nc3cc(NC(=O)c4cccc(Br)c4)ccc3n2C)CC1
→ -3, -5, -34, 109, 15, 111, 18, -9, 0.0
Cc1cc2nc(SCCN3CCCC3)[nH]c2cc1C
→ -4, -1, 3, 102, 5, 107, 3, -14, -0.5
Cc1ccc(NS(=O)(=O)c2cc(C(=O)O)ccc2Cl)c(C)c1
→ 4, 8, -4, 100, 16, 100, 0, 1, -0.9
Fc1ccc(CNc2nc(-c3ccccc3)nc3ccccc23)cc1
→ -4, -28, 23, 98, 3, 101, -3, -66, 8.4
O=C(NCC1CCCO1)C1CCCN(S(=O)(=O)c2cccc(C(F)(F)F)c2)C1 (stereo not drawn)
→ -9, 24, -19, 102, 24, 104, -2, 4, 0.0
CCC(C)n1c(SCC(=O)/C(C#N)=C(\C)N)nc2ccccc2c1=O (stereo not drawn)
→ -8, -4, -13, 100, -4, 97, -2, -10, -0.6
CCCCNC(=S)N/N=C/c1ccc(OCC(=O)Nc2c(C)cc(C)cc2C)c(OC)c1
→ -3, 9, -10, 95, 7, 99, 13, -20, -0.9
CCn1c(=O)c(CCC(=O)N2CCN(c3ccccn3)CC2)c(C)c2c(C)nn(-c3cccc(C)c3)c21
→ 0, -20, -25, 96, -15, 89, -14, 7, 5.1
Cc1ccc(N2C(=O)[C@@H]3[C@H](C2=O)[C@H]2C=C(C(=O)c4ccccc4)C=CN2[C@@H]3C(=O)c2ccc(Cl)cc2)cc1
→ -6, 34, -13, 97, 22, 96, 1, 16, 1.5
Cc1cccc2cc(COC(=O)c3cccc([N+](=O)[O-])c3)c(=O)[nH]c12
→ ., -2, -3, 100, 21, 102, -8, 3, -0.4
CCCNC(=O)c1cc(-c2ccc(Br)cc2)on1
→ -5, 3, -1, ., 1, ., ., 8, 4.0
C=C(C)COc1ccc2c3c(c(=O)oc2c1OCC(=C)C)CCC3
→ 1, -18, -4, 103, 19, 98, 4, -28, 3.1
CCCCNS(=O)(=O)c1ccc(OCC(=O)OC)cc1
→ -3, -7, -5, 92, 2, 97, -4, 6, 1.5
O=[N+]([O-])c1ccc(-c2cn(-c3ccccc3)c(=S)[nH]2)cc1
→ 6, -6, 1, 103, 23, 118, 18, -5, -0.5
Cc1cc(F)c(F)c(C(=O)N2CCOCC2)c1Cl
→ -5, 10, -2, 111, -5, 107, 3, 0, -1.1
CCOC(=O)C1=C(C)NC(C)=C(C(=O)OCC)C1c1ccc(Br)o1
→ -2, -12, -23, 107, -19, 98, 2, 47, 0.8
CCOc1ccc2nc(NC(=O)C3CCN(c4cnccn4)CC3)sc2c1
→ -3, -21, -5, 102, 13, 99, 0, 16, 0.4
CCC(C(=O)NC1CCCC1)N(C(=O)Cn1nnc(-c2ccc(C)o2)n1)c1ccccc1OC (stereo not drawn)
→ -4, 5, -37, 97, 11, 95, -1, 1, -1.3
O=C(c1ccco1)N1CCN(C(=O)c2cc(-c3ccccn3)nc3ccccc23)CC1
→ 2, 2, -16, 108, -1, 111, 3, 4, -0.1
Cc1ccccc1OCC(=O)Nc1sc2c(c1C#N)CC(C)(C)NC2(C)C
→ -4, -44, 18, 102, 13, 106, 1, 3, -1.1
O=C(NCCNC(=O)c1ccccc1F)c1ccccn1
→ -9, 2, -3, 99, 0, 95, -4, 7, 4.2
O=S(=O)(NCc1ccc(F)cc1)c1ccc(-n2cccn2)cc1
→ -11, -5, -12, 102, 12, 99, 0, -7, -1.7
Nc1cc(=O)[nH]c(N2CCN(c3ccccc3)CC2)n1
→ -4, -1, 1, 107, 6, 103, -3, -30, 0.8
Cc1ccccc1-c1nc2ccccc2[nH]1
→ 1, -1, -1, 95, -16, 94, 3, 5, -0.2
CSC1=NCCN1C(=O)c1ccc(S(=O)(=O)N2CCOCC2)cc1
→ 5, -4, 4, 103, 8, 102, 3, 18, -0.4
CCOC(=O)C1(Cc2ccccc2)CCCN(CCO)C1 (stereo not drawn)
→ -7, -9, -1, ., 7, ., ., -1, 1.4
COCCn1c(=N)c(S(=O)(=O)c2ccc(F)cc2)cc2c(=O)n3ccccc3nc21
→ 6, 20, 11, 102, 5, 99, 1, 8, 0.8
CC(=O)Nc1ccc(S(=O)(=O)N2CCN=C2SCc2ccc([N+](=O)[O-])cc2)cc1
→ -3, -17, 10, 94, 17, 97, -5, -16, 3.2
COc1ccc(CC(=O)NC2CC(C)(C)NC(C)(C)C2)cc1OC
→ -10, 10, -2, 105, -4, 100, 2, 10, -0.3
CC(=O)c1ccc(NC(=O)N2CCN(c3cccc(Cl)c3)CC2)cc1
→ -8, -7, -25, 104, -6, 98, 0, 30, -1.4
CCOC(=O)c1ccc2[nH]c(C)c(CN3CCN(C)CC3)c(=O)c2c1
→ 6, -1, 7, ., ., ., ., -1, 3.7
CN1CCN(c2ccc(C(=O)NC3CCCCC3)cc2[N+](=O)[O-])CC1
→ -8, -3, 9, 79, 10, 90, -8, -8, -0.7
CCC(=O)N1c2ccc(S(=O)(=O)N(CCO)Cc3ccccc3)cc2CC1C (stereo not drawn)
→ 1, -8, -16, 103, -23, 101, 4, -4, 0.4

New compounds follow:
Second line of a record – GalR3 antag, HCV NS3 hel inh, DNA FID counter, MEKK3 PB1 HTS, UBC9 SUMO inh, MEKK2 WT-MEK5, MEKK2mut PB1 HTS, CRFR2-BP antag, CRFR2-BP ag
Clc1ccccc1OCCCOc1cccc2cccnc12
→ -3, -13, -21, 103, -2, 105, 5, -12, 2.0
CCCCSc1nc(NCc2ccco2)c2c3c(sc2n1)COC(C)(C)C3
→ -6, 9, -13, 103, 4, 114, 2, -6, 0.1
Cn1cc(S(=O)(=O)N2CCN(c3ccccc3F)CC2)c(=O)n(C)c1=O
→ ., 2, 0, 104, 4, 107, 6, 11, -0.7
C/C(=N/NC(=O)c1cc(Cl)ccc1O)C12CC3CC(CC(C3)C1)C2
→ -1, 2, 1, 112, 10, 111, 10, 19, 24
Cc1cc(=O)[nH]c(SCn2nnc3ccccc3c2=O)n1
→ -3, 7, -5, 94, 16, 89, -7, 33, -0.8
NC(=O)c1ccc2c(c1)S(=O)(=O)c1ccccc1C2=O
→ -8, 12, 4, 84, 2, 85, 2, 8, -0.1
Cc1cc(C)n(C(=O)CNC(=O)c2cccc(Br)c2)n1
→ -7, 3, -12, 102, 7, 103, 2, -8, -1.1
CCOc1cc(/C=N/NC(=O)CN2CCCCC2)ccc1OCc1cccc(Cl)c1
→ -7, -60, 16, 98, 5, 111, 0, -27, -2.1
N#Cc1ccc(-c2csc(NC(=O)/C=C/c3cccs3)n2)cc1
→ -4, 2, -3, 93, 60, 99, -1, -60, 0.1
O=C(CCCCn1c(=O)[nH]c2ccsc2c1=O)NCCc1ccccc1
→ 2, -2, -7, 84, -4, 84, -8, 14, -0.5
O=C1NCC(=O)N2CCC[C@@H]12
→ -6, ., ., 102, ., 97, -2, -9, -1.5
Cc1cccc(C)c1NC(=O)CSc1nc(N2CCOCC2)nc(N2CCOCC2)n1
→ 2, 9, -9, 101, 14, 100, 6, 2, -3.5
NC(=O)c1sc2cc(C(F)(F)F)cnc2c1-c1ccccc1
→ -4, 2, -1, 98, 16, 98, 0, 8, -1.6
CCOC(=O)c1c(-c2ccc(C)cc2)csc1NC(=O)c1ccc(N2C(=O)CCC2=O)cc1
→ -3, 0, 0, 99, 24, 96, 0, -17, 9.2
